# HTRA1 inh: blocks human HTRA1 serine peptidase. recombinant HTRA1, FP-rhodamine activity-based probe, fluorescence polarization. inhibition, % at 5.96 µM. 340,000 compounds, 0.5% hits. AID 504803; in the data active = inhibition above about 36%;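 note: 0% = enzyme with DMSO and 100% = wells lacking enzyme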
# UHRF1 MBD2 ctr: human UHRF1 methylated DNA binding inhibitors | 370,000 compounds, 0.75% hits | inhibition, % at 4.4 µM | Q96T88 | UHRF1 binding to methylated oligo, TR-FRET; in the data active = inhibition above about 21%;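 note: UHRF1 SRA domain binding a hemimethylated CpG hairpin DNA probe; 0% = median of test compound wells and 100% = reference inhibitor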
# ABHD4 inh: inhibits mouse alpha/beta hydrolase domain 4; Q8VD66; purified mABHD4, FP-Rh probe fluorescence polarization; inhibition, % at 8.92 µM; 370,000 compounds, 0.54% hits;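 active = inhibition exceeding the mean over every tested compound plus 3 SD, cut at about 30% in these data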;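 note: 0% = plate median of compound wells and 100% = S159A mutant with DMSO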
# Target sequence (Q8VD66 whole entry, looked up, the tested form may be a part): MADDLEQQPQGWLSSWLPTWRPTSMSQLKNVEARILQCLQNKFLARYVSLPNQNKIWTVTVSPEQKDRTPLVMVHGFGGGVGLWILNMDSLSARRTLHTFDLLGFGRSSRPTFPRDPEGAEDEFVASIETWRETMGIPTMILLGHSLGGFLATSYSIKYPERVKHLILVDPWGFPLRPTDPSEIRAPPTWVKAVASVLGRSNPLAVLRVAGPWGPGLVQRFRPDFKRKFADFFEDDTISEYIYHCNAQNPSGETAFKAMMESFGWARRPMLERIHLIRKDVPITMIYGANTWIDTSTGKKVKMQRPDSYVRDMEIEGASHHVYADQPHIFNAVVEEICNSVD
#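 Test system: mABHD4 protein; Read-out basis: % inhibition; Incubation: 45 min + 60 min at 25 °C; Repeats: single replicate; Technique: fluorescence polarization with parallel and perpendicular emission, 525/598 nm; Compound: 8.92 µM, single dose; Benchmarks: full inhibition S159A mutant plus DMSO, zero as sample-well median.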
# PRMT1 inh: blocks human protein arginine methyltransferase 1 | Q99873 | recombinant PRMT1, activity-based probe fluorescence polarization | inhibition, % at 2.79 µM | 370,000 compounds, 1.3% hits | AID 652257;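 active = inhibition above about 21% made by adding two undisclosed values, limit read from the data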
# Target sequence (Q99873 whole entry, looked up): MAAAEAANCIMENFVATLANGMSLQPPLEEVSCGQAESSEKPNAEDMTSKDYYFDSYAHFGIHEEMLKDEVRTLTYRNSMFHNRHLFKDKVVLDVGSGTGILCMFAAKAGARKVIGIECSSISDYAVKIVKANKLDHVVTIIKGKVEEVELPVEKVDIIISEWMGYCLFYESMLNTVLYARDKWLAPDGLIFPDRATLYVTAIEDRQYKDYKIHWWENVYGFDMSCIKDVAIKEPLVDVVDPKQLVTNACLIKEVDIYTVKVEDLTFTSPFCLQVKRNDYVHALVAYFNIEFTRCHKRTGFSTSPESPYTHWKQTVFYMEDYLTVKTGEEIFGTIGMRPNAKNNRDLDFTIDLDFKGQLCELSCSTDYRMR
# Tn7 DDE FP: inhibitors of Tn7 peptide binding to human fibrin DD(E). P02675. FP displacement of FITC-Tn7 peptide from fibrin DD(E); 0% = median of compound wells per plate. inhibition, % at 8.3 µM. 370,000 compounds, 0.13% hits;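 active = inhibition above the mean of compounds falling within the control limits plus 3 SD of them, cut at about 14% in these data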;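 note: 0% = plate median of compound wells and 100% = 10 µM Aha-Tn7 peptide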
#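 Assay system: Human clot-derived fibrin DD(E) complex | Buffer or medium: Tris/NaCl/CaCl2 buffer, pH 7.8 | Repeats: One replicate per compound | Benchmarks: Aha-Tn7 high control | Measure: % inhibition scaled between sample-field median and high-control FP | Schedule: 10 min plus 3 h, room temperature | Signal: Fluorescence polarization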
# LEDGF integ inh: blocks HIV-1 LEDGF/p75-dependent DNA integration; inhibition, % at 3.7 µM; 370,000 compounds, 0.64% hits; TR-FRET IN-LEDGF/p75 DNA integration, Eu/Cy5;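 active = inhibition above the screen-wide mean plus 3 SD, cut at about 13% in these data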;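 note: signal is the Cy5 over europium emission ratio at 671 and 618 nm; 0% = plate median of compound wells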
# TDP2 inh: blocks human TDP2 phosphodiesterase activity; O95551; recombinant TDP2, T5PNP hydrolysis, p-nitrophenol absorbance 415 nm; inhibition, % at 12.8 µM; 370,000 compounds, 0.34% hits;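 active = inhibition above the mean of all tested compounds plus 3 SD, set per campaign, cut at about 25% in these data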;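 note: 0% = DMSO with enzyme and 100% = buffer with substrate but no TDP2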
# Target sequence (O95551 whole entry, looked up): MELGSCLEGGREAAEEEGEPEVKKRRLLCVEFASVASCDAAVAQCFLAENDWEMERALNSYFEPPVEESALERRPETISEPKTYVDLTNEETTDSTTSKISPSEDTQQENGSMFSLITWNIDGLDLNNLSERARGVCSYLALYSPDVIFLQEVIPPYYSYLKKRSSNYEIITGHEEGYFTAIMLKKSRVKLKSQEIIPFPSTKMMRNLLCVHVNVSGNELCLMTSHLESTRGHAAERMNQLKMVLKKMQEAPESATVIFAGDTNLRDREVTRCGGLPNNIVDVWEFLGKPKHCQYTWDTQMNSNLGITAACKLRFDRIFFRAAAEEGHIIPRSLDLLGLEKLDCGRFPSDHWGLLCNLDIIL
#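 Test system: human TDP2 enzyme; Input: 120 nM TDP2 per well; Buffer or medium: Mg2+-containing Tris-HCl buffer, pH 7.5; Reagent: 5 mM T5PNP; Dosing: 12.8 µM single point, 1% DMSO; Incubation: reaction 2 h, 37 °C; Detection: p-Nitrophenol epi absorbance; Read-out: % inhibition relative to enzyme-containing and enzyme-free wells; Replicates: single well per compound.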
# SIAE primary: blocks human sialic acid acetylesterase; Q9HAT2; SIAE FP-Rh probe binding, fluorescence polarization; inhibition, % at 9.66 µM; 370,000 compounds, 0.69% hits; AID 1053197;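 active = inhibition above a cutoff: mean of compounds within the control limits plus 3 SD of those, cut at about 17% in these data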;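 note: 0% = plate median of compound wells and 100% = probe without SIAE protein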
# TCR-CD3 inh: blocks the human TCR-CD3 interaction. TAMRA-labeled TCR probe fluorescence, biochemical. inhibition, % at 9.4 µM. 360,000 compounds, 0.37% hits; in the data active = inhibition above about 19%;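 note: recombinant mutant TCR 2C K166C tagged with TAMRA read by polarization; 0% = receptor in buffer alone and 100% = receptor with positive control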
# PG9 Ab binder: small molecules binding HIV-1 gp120 antibody PG9. inhibition, % at 6.7 µM. AID 624416. TR-FRET gp120-PG9 antibody binding. 360,000 compounds, 0.43% hits; in the data active = inhibition above about 8.5%
# * hit, by the source's call; x = no result given. Hits appear at their usual frequency. About 4.2% of those tested had a hit in this group.
No.	canonical_smiles	HTRA1 inh	UHRF1 MBD2 ctr	ABHD4 inh	PRMT1 inh	Tn7 DDE FP
1	COc1ccc(NC(=O)CNC(=O)N2CC(=O)Nc3ccccc32)cc1OC	11	-2	-4	1	1
2	CCN(Cc1ccccc1)C(=S)NC(=O)c1ccccc1Br	2	1	-5	3	4
3	O=C(C1=C[C@H](c2ccc3c(c2)OCO3)C[C@H](OCCCCO)O1)N1CCOCC1	1	3	6	0	-4
4	CC(C)OC(=O)c1ccc2nc3ccccc3nc2c1	7	-7	-6	-5	-2
5	Cc1[nH]c2ccccc2c1C(=O)COC(=O)c1nccnc1N	-3	10	2	1	-4
6	CSc1nc(N2CCN(c3ccccc3Cl)CC2)c2ccccc2n1	-18	2	-1	2	-4
7	CCOC(=O)CCCN1CC(O)=C(c2nc(-c3ccc(Cl)cc3)cs2)C1=N	1	1	0	6	-2
8	CC1(c2ccccc2)CC(C)(C)N2C(=O)Cc3cccc1c32 (stereo not given)	-5	1	7	7	2
9	O=C(COC(=O)Cc1ccc(Cl)cc1)Nc1ccccc1-c1ccccc1	-16	4	-7	0	-7
10	O=C(O)Cn1cc(/C=N/Nc2ccc([N+](=O)[O-])cn2)c2ccccc21	7	-2	7	28*	3
11	Cc1cc(C)c(C)c(S(=O)(=O)N2CCC(C(=O)N3CCN(c4ccc(F)cc4)CC3)CC2)c1C	-1	1	3	-2	0
12	COc1cccc(Cn2c(NCc3ccco3)nc3c2c(=O)n(C)c(=O)n3C)c1	x	4	5	3	2

No.	LEDGF integ inh	TDP2 inh	SIAE primary	TCR-CD3 inh	PG9 Ab binder
1	1	2	6	7	-1.7
2	2	2	-2	-2	0.9
3	0	1	-5	4	0.4
4	1	13	0	0	-7.8
5	2	-3	-6	-4	-0.1
6	-2	-8	-6	-2	0.1
7	-7	-4	2	0	0.2
8	1	2	0	6	0.5
9	3	-11	-4	5	-3.5
10	-1	-12	-3	-12	-10
11	5	9	7	0	-1.1
12	-5	3	0	0	-1.8

# Ordered by SMILES length (falling): part of the list above.
No.	canonical_smiles	HTRA1 inh	UHRF1 MBD2 ctr	ABHD4 inh	PRMT1 inh	Tn7 DDE FP
3	O=C(C1=C[C@H](c2ccc3c(c2)OCO3)C[C@H](OCCCCO)O1)N1CCOCC1	1	3	6	0	-4
10	O=C(O)Cn1cc(/C=N/Nc2ccc([N+](=O)[O-])cn2)c2ccccc21	7	-2	7	28*	3
6	CSc1nc(N2CCN(c3ccccc3Cl)CC2)c2ccccc2n1	-18	2	-1	2	-4
4	CC(C)OC(=O)c1ccc2nc3ccccc3nc2c1	7	-7	-6	-5	-2

No.	LEDGF integ inh	TDP2 inh	SIAE primary	TCR-CD3 inh	PG9 Ab binder
3	0	1	-5	4	0.4
10	-1	-12	-3	-12	-10
6	-2	-8	-6	-2	0.1
4	1	13	0	0	-7.8

# Additional records follow:
No.	canonical_smiles	HTRA1 inh	UHRF1 MBD2 ctr	ABHD4 inh	PRMT1 inh	Tn7 DDE FP
13	CCOCCOc1cccc(C(=O)NC(C)c2ccc3ccccc3c2)c1 (stereo not given)	-4	0	-4	2	-7
14	O=C(CCN1CCOCC1)c1ccc2c(c1)OCCO2	1	0	-13	24*	2
15	CC(C)N(Cc1nccn1C)C(=O)c1cc(COc2ccc(F)cc2Cl)on1	0	1	-1	3	10
16	COc1ccc(-n2ncc(C(C)NS(=O)(=O)c3ccc(C)s3)c2C)cc1 (stereo not given)	4	1	-6	-6	-6
17	COc1ccc(O)c(C(=O)c2cnc3c(c2)CN(C)C(=O)N3)c1	-1	3	1	3	0
18	O=c1c(-c2ccc(O)cc2)coc2c([C@@H]3O[C@H](CO)[C@@H](O)[C@H](O)[C@H]3O)c(O)ccc12	0	-1	-3	0	-5
19	Cc1ccc(NC(=O)C2CCN(S(=O)(=O)c3ccc4c(c3)NC(=O)CO4)CC2)cc1	-6	2	4	-2	-3
20	CCC(/C=N/NC(=O)c1ccccc1F)CC	-8	-3	3	1	2
21	Cc1cccc(OCCN2C(=O)C(=O)c3cc(C)ccc32)c1	-55	-6	1	3	2
22	CCOc1ccc(NC(=O)C2CCCN(c3nc(C)cc(C)n3)C2)cc1 (stereo not given)	9	-1	-1	0	1
23	COc1ccc(C(C(=O)NC2CCCC2)N(CC2CCCO2)C(=O)Cn2nnc(-c3ccc(C)o3)n2)cc1 (stereo not given)	-2	3	6	4	-6
24	CSCCC(NC(=O)c1ccc(Cl)cc1)C(=O)O (stereo not given)	-4	1	1	1	6

No.	LEDGF integ inh	TDP2 inh	SIAE primary	TCR-CD3 inh	PG9 Ab binder
13	4	1	0	4	0.0
14	0	8	0	-1	1.2
15	0	-6	1	-10	0.8
16	2	-9	-10	4	-1.8
17	-9	3	6	-3	0.6
18	1	0	2	-6	0.8
19	-4	4	-2	-2	-0.5
20	1	0	6	2	0.5
21	-3	-14	-1	-7	0.0
22	2	-4	-2	0	0.5
23	-7	-5	2	0	-0.4
24	0	-4	-3	0	0.0

# An excerpt from above in order of the UHRF1 MBD2 ctr value, lowest first:
entry | SMILES | UHRF1 MBD2 ctr
21 | Cc1cccc(OCCN2C(=O)C(=O)c3cc(C)ccc32)c1 | -6
22 | CCOc1ccc(NC(=O)C2CCCN(c3nc(C)cc(C)n3)C2)cc1 (stereo not given) | -1
23 | COc1ccc(C(C(=O)NC2CCCC2)N(CC2CCCO2)C(=O)Cn2nnc(-c3ccc(C)o3)n2)cc1 (stereo not given) | 3

# In the list so far, 2 have a COOH group:
No.	canonical_smiles	HTRA1 inh	UHRF1 MBD2 ctr	ABHD4 inh	PRMT1 inh	Tn7 DDE FP
10	O=C(O)Cn1cc(/C=N/Nc2ccc([N+](=O)[O-])cn2)c2ccccc21	7	-2	7	28*	3
24	CSCCC(NC(=O)c1ccc(Cl)cc1)C(=O)O (stereo not given)	-4	1	1	1	6

No.	LEDGF integ inh	TDP2 inh	SIAE primary	TCR-CD3 inh	PG9 Ab binder
10	-1	-12	-3	-12	-10
24	0	-4	-3	0	0.0

# (cont.)
No.	canonical_smiles	HTRA1 inh	UHRF1 MBD2 ctr	ABHD4 inh	PRMT1 inh	Tn7 DDE FP
25	COC(=O)[C@@H]1C[C@@]2(O)[C@@H](O)[C@@H](O)[C@@H](O)C[C@H]2N1Cc1ccc(C)s1	2	1	8	-2	-5
26	O=C(CCN1C(=O)c2ccccc2C1=O)OCn1nnc2ccccc2c1=O	-3	0	1	-1	0
27	O=C(N/C(=C\c1cccs1)C(=O)N1CCCCCC1)c1ccccc1	-2	-4	-5	0	2
28	Cc1c(C)c2c(OCC(=O)N[C@@H](C)C(=O)O)cc3c(c2oc1=O)CCC(C)(C)O3	1	0	-3	-1	4
29	Clc1ccc(-c2nnc(SCc3nc4ccccc4[nH]3)o2)c(Cl)c1	-9	-1	-3	-3	4
30	Cc1ccc2nsnc2c1NC(=O)c1ccccc1[N+](=O)[O-]	-2	-3	-13	1	-5
31	CN1C(C(=O)NCCc2cccs2)CC2Cn3c(nc4cc5ccccc5cc43)C21 (stereo not given)	2	6	0	-1	0
32	COc1cc(OC)c(OC)cc1CN1CCCC(C(=O)N2CCCCC2)C1 (stereo not given)	2	0	3	0	0
33	COc1ccccc1NC(=S)N(Cc1ccccc1)Cc1ccccn1	-5	-1	0	-3	2
34	COc1ccc2nc(NC(=O)CC3Oc4ccccc4NC3=O)sc2c1 (stereo not given)	7	-2	2	2	-3
35	CCN(CC)S(=O)(=O)c1ccc(C(=O)OCn2c(SC)nnc(C)c2=O)cc1	-9	-1	16	3	0
36	O=C(NCc1ccco1)c1noc2c1CCCCC2	2	-4	0	-1	-7

No.	LEDGF integ inh	TDP2 inh	SIAE primary	TCR-CD3 inh	PG9 Ab binder
25	10	7	-2	0	0.7
26	1	5	6	1	0.3
27	-2	23	3	7	1.1
28	1	2	3	0	1.3
29	-4	-5	-13	4	-2.7
30	5	-1	-2	11	-2.2
31	0	-9	1	-1	0.3
32	1	9	1	7	0.8
33	0	-7	5	7	1.4
34	-3	-8	1	-3	-0.1
35	-2	-1	-2	-8	-0.9
36	3	-6	3	-1	-2.8

# Following part.
No.	canonical_smiles	HTRA1 inh	UHRF1 MBD2 ctr	ABHD4 inh	PRMT1 inh	Tn7 DDE FP
37	O=C(O)COc1cccc(/C=C2/SC(=S)N(Cc3ccccc3)C2=O)c1	-81	8	-16	6	-4
38	O=C1C2CC=CCC2C(=O)N1Cc1ccccc1 (stereo not given)	1	0	4	-7	1
39	O=C(Nc1cccs1)Nc1cccnc1Cl	0	1	1	-1	1
40	O=S1(=O)CC(N2CCN(CC3CC3)CC2)CN1Cc1cn(Cc2ccccc2C(F)(F)F)nn1 (stereo not given)	x	15	2	0	0
41	Cc1[nH]nc2c1C(c1ccc(F)cc1)N(c1ccccc1)C2=O (stereo not given)	x	0	3	-3	-8
42	N[C@@H](CCC(=O)N[C@@H](CSN=O)C(=O)NCC(=O)O)C(=O)O	3	-1	14	8	2
43	O=C(N/N=C/c1ccccc1F)NC1CCCCC1	-2	3	4	0	-3
44	Cc1cc(C)nc(N2CCCC(C(=O)Nc3ccc(F)cc3)C2)n1 (stereo not given)	1	1	-4	2	8
45	CC(C)N1C(=O)CCC1C(=O)NCc1ccccc1Cl (stereo not given)	0	-2	2	0	2
46	O=C(NN=C1CCN(Cc2ccccc2)CC1)C(O)c1ccccc1 (stereo not given)	3	49*	4	2	-7
47	COc1ccccc1C(=O)NCCC(=O)NNC(=O)Cn1ccc(C(F)(F)F)n1	-1	1	5	0	0
48	Cc1ccccc1N(CC(=O)NC1CCCC1)C(=O)c1csnn1	3	-1	1	0	8
49	COc1ccc2c(c1)c(=O)oc1cc(OCC(=O)N3CCCC(C)C3)ccc12 (stereo not given)	-26	3	-2	1	-3
50	N#Cc1c(Nc2ccc(Cl)cc2)s[nH]c1=O	2	-1	-21	14	0
51	O=C(Cn1nc(C(=O)O)c2ccccc2c1=O)NCC1CCCO1 (stereo not given)	-3	1	1	0	0

No.	LEDGF integ inh	TDP2 inh	SIAE primary	TCR-CD3 inh	PG9 Ab binder
37	7	-24	-27	3	-2.0
38	2	3	3	-5	-0.8
39	1	7	3	5	-2.2
40	1	2	3	3	-2.0
41	1	-6	-1	10	-1.9
42	0	0	-3	2	-1.6
43	2	-10	4	4	0.7
44	2	-2	-11	-4	-1.4
45	-3	-2	-7	2	-0.7
46	0	6	1	8	-0.8
47	0	3	-1	4	0.3
48	0	10	1	11	2.3
49	0	-9	-9	1	-3.1
50	-1	4	-1	-12	1.6
51	-3	9	2	4	-0.6
